CRFBP-R2 block: antagonists of CRF-binding protein/CRF-R2 receptor complex | HEK293 CRF-R2/CRF-BP, CRF-induced calcium fluorescence | inhibition, % at 11.8 µM | actives 0.59% (n = 350,000) | AID 588475;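 active = inhibition of the ligand-induced calcium signal above about 50% at the single tested concentration, limit read from the data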
VIM-2 inh: blocks Pseudomonas aeruginosa VIM-2 metallo-beta-lactamase | purified VIM-2, nitrocefin hydrolysis, epi-absorbance fluorescence | actives 0.89% (n = 290,000) | inhibition, % at 5.6 µM;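 active = inhibition above the mean of all tested compounds plus 3 SD, cutoff set per screening run, cut at about 7.5% in these data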;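 note: red hydrolysis product quenches plate fluorescence so inhibitors raise well fluorescence; 0% = enzyme with DMSO and 100% = DMSO without enzyme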
NS3 helicase inh: inhibitors of Hepatitis C virus NS3 helicase. NS3 helicase DNA unwinding, Cy5 molecular beacon fluorescence. actives 0.56% (n = 290,000). inhibition, % at 10.9 µM;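 active = inhibition above the mean of all tested compounds plus 3 SD, set per campaign, cut at about 35% in these data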;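 note: 0% = DMSO wells and 100% = thioflavine S control wells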
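Material: hepatitis C virus NS3 helicase domain fragment enzyme; measured by: Cy5 fluorescence, 0 and 60 min reads; control set: DMSO and thioflavine S; incubation: 60 min unwinding reaction at 25 °C after ATP addition; read-out basis: % inhibition from 60/0 min fluorescence ratio, DMSO 0%, thioflavine S 100%; repeats: singlicate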
p-CIP stab down: compounds decreasing mouse p/CIP protein stability. Q05BA5. F442A p/CIP-EGFP cells, EGFP fluorescence, 16 h. decrease of EGFP signal, % at 10 µM. actives 0.01% (n = 290,000). AID 1984;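 active = EGFP signal decrease of at least 30% at 10 µM or well 3 SD below plate mean, unless failing retest; inactive = the rest, including hits failing retest or dose response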; note: some compounds called inactive have numbers as strong as hits; many of its hits are not listed in these tables
UBC9 SUMO inh: blocks human SUMOylation mediated by UBC9 | inhibition, % at 35 µM | HTRF SUMOylation assay, SAE1/SAE2 + UBC9, in vitro | P63279 | actives 0.36% (n = 290,000); in the data active = inhibition above about 50%, passing the limit was not always enough; note: strong numbers were not always called active
IDE inh: inhibits human insulin-degrading enzyme in HEK cells | P14735 | FAbetaB cleavage, fluorescence polarization | AID 434962 | inhibition, % at 5.59 µM | actives 0.41% (n = 320,000);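 active = percent inhibition above the average of all tested compounds plus 3 SD, set per screening campaign, cut at about 16% in these data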;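 note: IDE supplied by intact live HEK cells; FP after avidin binding of uncleaved biotin substrate so inhibition keeps polarization high; 0% = DMSO wells and 100% = 60 µM reference IDE inhibitor Ii1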
Target sequence (P14735 whole entry, looked up): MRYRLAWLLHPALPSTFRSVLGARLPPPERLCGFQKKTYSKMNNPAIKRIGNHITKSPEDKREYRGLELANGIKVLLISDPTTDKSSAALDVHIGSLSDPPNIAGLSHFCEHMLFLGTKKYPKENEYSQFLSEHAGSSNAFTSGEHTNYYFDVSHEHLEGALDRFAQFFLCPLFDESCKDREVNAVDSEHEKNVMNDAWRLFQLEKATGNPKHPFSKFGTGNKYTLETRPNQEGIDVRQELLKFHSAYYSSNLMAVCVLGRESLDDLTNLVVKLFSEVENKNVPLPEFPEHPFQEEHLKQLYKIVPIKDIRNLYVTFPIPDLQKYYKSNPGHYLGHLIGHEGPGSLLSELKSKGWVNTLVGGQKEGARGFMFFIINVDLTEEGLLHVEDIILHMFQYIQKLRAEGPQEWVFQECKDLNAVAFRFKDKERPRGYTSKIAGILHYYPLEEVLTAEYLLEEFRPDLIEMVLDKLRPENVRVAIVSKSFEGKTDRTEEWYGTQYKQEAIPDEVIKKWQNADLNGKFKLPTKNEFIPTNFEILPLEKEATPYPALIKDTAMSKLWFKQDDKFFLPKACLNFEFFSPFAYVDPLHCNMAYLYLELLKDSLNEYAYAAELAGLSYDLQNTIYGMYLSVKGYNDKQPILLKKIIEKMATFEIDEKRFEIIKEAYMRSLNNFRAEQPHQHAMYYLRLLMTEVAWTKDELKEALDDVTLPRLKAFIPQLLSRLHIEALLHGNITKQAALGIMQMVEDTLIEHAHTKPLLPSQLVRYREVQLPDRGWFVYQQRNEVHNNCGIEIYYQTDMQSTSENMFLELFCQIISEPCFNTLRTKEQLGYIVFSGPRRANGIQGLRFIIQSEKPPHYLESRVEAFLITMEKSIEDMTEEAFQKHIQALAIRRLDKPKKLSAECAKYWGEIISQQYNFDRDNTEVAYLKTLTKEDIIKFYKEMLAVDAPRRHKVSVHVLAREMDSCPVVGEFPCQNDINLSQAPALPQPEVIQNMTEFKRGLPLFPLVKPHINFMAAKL
IDE cell activ: boosts human insulin-degrading enzyme activity in HEK cells | P14735 | FAbeta-B cleavage, fluorescence polarization; 0% vehicle, 100% cell-free pure enzyme wells | activation, % at 5.96 µM | actives 0.073% (n = 340,000);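 active = activation above the mean of all tested compounds plus 3 SD, set per screening campaign, cut at about 17% in these data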
GalR3 antagonist: human GalR3 antagonism; O60755; HEK293 GalR3-CNG cAMP membrane potential fluorescence; galR3 body fused to GalR1 C-terminus; inhibition, % at 3 µM; actives 0.44% (n = 360,000); AID 651719;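 active = inhibition above the screen-wide average plus 3 SD, cut at about 13% in these data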;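 note: forskolin and galanin both at EC90 stimulate the cells; cAMP rise reported by CNG channel membrane potential dye signal; 0% = forskolin plus galanin with DMSO and 100% = forskolin alone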
IMP-1 inhibitor: inhibitors of Pseudomonas aeruginosa IMP-1 metallo-beta-lactamase; purified IMP-1, nitrocefin hydrolysis, epi-absorbance fluorescence; inhibition, % at 5.6 µM; actives 0.45% (n = 290,000);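 active = inhibition above the mean plus 3 SD of all compounds in the same screening run, cut at about 4.5% in these data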;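 note: 0% = IMP-1 with DMSO and 100% = DMSO wells lacking enzyme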
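System: Purified recombinant IMP-1 metallo-beta-lactamase enzyme | Measured by: Fluorescence quenching readout, ex 480/em 530 nm | Replication: Singlicate | Incubation: 15 min preincubation plus 25 min reaction at 25 °C | Evaluation: Percent inhibition from optical density relative to buffer-blank wells | Benchmarks: DMSO with and without IMP-1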
* = called active by the depositor; / = not tested or not shown; & = joins results of further samples.

SMILES	CRFBP-R2 block	VIM-2 inh	NS3 helicase inh	p-CIP stab down	UBC9 SUMO inh	IDE inh	IDE cell activ	GalR3 antagonist	IMP-1 inhibitor
CN(C)S(=O)(=O)n1cnc([C@@H]2[C@H]3C(=O)OC[C@@H]3C[C@@]23N=CN(Cc2ccccc2)C3=O)c1	-13	/	/	/	/	-1	7	-6	/
O=C(CCS(=O)(=O)Cc1ccccc1)NCC1CCCO1 (centres undefined)	7	-3.6	-8	-10	6	-2	-2	-6	-2.4
Cc1ccc(S(=O)(=O)NC(C)CCc2ccccc2)cc1C(N)=O (centres undefined)	-8	1.6	3	-19	16	-2	1	-11	1.9
O=S(=O)(Cc1cc(NCc2ccccc2)nc(-c2ccccn2)n1)c1ccccc1	-9	1.3	7	-23	5	1	8	-4	-3.0
Cc1oc2nc(SCC(=O)NCCCO)nc(N)c2c1C	8	3.0	-3	-17	15	6	1	-4	-0.9
CN(C)/C=N/NC(=O)c1ccc(Cl)cc1	1	-0.6	-3	-9	16	-1	/	-2	-2.1
Cc1ccc(-c2nnn(CC(=O)N3CCCCC3)n2)o1	-4	-0.1	-1	5	-2	1	3	-4	-2.5
COCCNC(=O)C1CCCN(S(=O)(=O)c2ccc3c(c2)CC(C)N3C(=O)C2CC2)C1 (centres undefined)	-5	2.0	17	-9	9	8	-5	1	-1.9
CCCOc1ccc(C2=CSC3=NCCN23)cc1Cl	-20	5.1	-5	13	-10	6	-1	-11	-1.5
CC(C)(C)NC(=O)NC(=O)COC(=O)CCC1CCCC1	-13	-1.0	-6	-14	20	9	6	-5	-1.5
COc1cccc(-n2ccnc2SCC(=O)NCc2ccccc2)c1	4	-2.3	-31	-1	-8	-1	-1	-2	-1.9
CCCCn1c(-c2ccccc2C)nc2cc3[nH]c(=O)c(C(C)C)nc3cc21	-11	-1.7	-18	4	2	-1	-1	-2	-3.5
O=C(NNc1ncc(C(F)(F)F)cc1Cl)c1ccc(Cl)c(Cl)c1	-2	-3.5	-3	-21	7	2	8	-5	-4.5
CCCCCCc1c(O)c2ccccc2[nH]c1=O	-4	-1.4	-1	-17	19	2	3	5	-4.5
CCN1C(=O)[C@H]2[C@@H](c3ccc(SC4CCCCC4)c(OC)c3)N[C@@](Cc3ccccc3)(C(=O)OC)[C@H]2C1=O	-17	/	/	/	/	-2	8	-4	/
CCOC(=O)c1ccc(OCC2NCCc3cc(OC)c(OC)cc32)cc1 (centres undefined)	-16	-2.1	-7	0	6	3	4	-8	-2.4
CCOC(=O)c1cc2cc([N+](=O)[O-])ccc2oc1=O	-1	-3.0	-1	-1	-16	-2	7	-7	-3.3
CCN1C(=O)CS/C1=N\S(=O)(=O)c1ccccc1	3	-1.9	8	3	7	10	-6	0	-2.4
O=C(c1ccc(C(F)(F)F)cc1)C1CCCN(C(=O)CCn2cncn2)C1 (centres undefined)	32	0.9	1	0	5	-11	-2	-9	-0.2
CCCCCc1cc(=O)oc2c(C(CCN(CC)CC)c3ccc(N(C)C)cc3)c(OC)cc(OC)c12 (centres undefined)	-9	/	/	-4	-2	-1	8	2	/

Entries of single compounds, looked up by structure.
`CCCCn1c(-c2ccccc2C)nc2cc3[nH]c(=O)c(C(C)C)nc3cc21` in the list: CRFBP-R2 block = -11; VIM-2 inh = -1.7; NS3 helicase inh = -18; p-CIP stab down = 4; UBC9 SUMO inh = 2; IDE inh = -1; IDE cell activ = -1; GalR3 antagonist = -2; IMP-1 inhibitor = -3.5
`CN(C)/C=N/NC(=O)c1ccc(Cl)cc1` in the list: CRFBP-R2 block = 1; VIM-2 inh = -0.6; NS3 helicase inh = -3; p-CIP stab down = -9; UBC9 SUMO inh = 16; IDE inh = -1; IDE cell activ = /; GalR3 antagonist = -2; IMP-1 inhibitor = -2.1

Additional structures.
SMILES	CRFBP-R2 block	VIM-2 inh	NS3 helicase inh	p-CIP stab down	UBC9 SUMO inh	IDE inh	IDE cell activ	GalR3 antagonist	IMP-1 inhibitor
CC(=O)Nc1ccc2c(CSc3nnc(N)s3)cc(=O)oc2c1	3	21*	6	-19	17	-4	4	7	2.3
O=C(NCc1cccnc1)NC1(C(F)(F)F)Oc2ccc(Cl)cc2O1 (centres undefined)	-26	1.2	-3	-4	-3	-2	0	/	-5.8
CC(C)(C)NC(=O)NC(=O)CN1C(=O)NC(c2ccccc2)(c2ccccc2)C1=O	-17	-6.6	-12	-19	6	0	0	-10	-3.1
CC(C)CNC(=S)NNC(=O)c1csc2c1CCCC2	-8	-6.2	3	4	1	16	-5	-8	-5.5
O=C(OCCOc1cccc(Cl)c1)C1CCN(S(=O)(=O)c2ccccc2)CC1	15	-3.4	-18	1	-2	1	2	-5	-2.9
Cc1ccnc(NC(=O)c2ccc(C(=O)c3ccccc3)cc2)c1	3	/	/	/	/	9	-8	-6	/
Cc1ccc(S(=O)(=O)NC(=O)COc2ccccc2C)c(C)c1	6	-1.9	17	-11	-6	-3	7	2	-2.7
O=C(Nc1ccccc1)C1CCCCN1S(=O)(=O)c1ccccc1 (centres undefined)	-15	-1.7	-9	0	3	8	2	-2	-2.1
CCCOC1CCCN(C(=O)c2cc(COc3ccc(F)c(F)c3)on2)C1 (centres undefined)	-22	-0.1	4	11	-21	2	3	0	-1.0
CCNS(=O)(=O)c1ccc(CCC(=O)NCc2ccc3c(c2)OCO3)cc1	9	-1.2	-20	6	4	-1	3	-2	-0.1
O=C(Nc1ccc(F)cc1)c1nc[nH]c1C(=O)O	2	5.3	0	-9	8	-1	-5	-8	0.3
CC(C)CCC(C(=O)O)C(C)CC(=O)NNC(=O)c1ccco1 (centres undefined)	4&10	-0.3&-2.4	4&-6	-3&0	11&4	-4&-1	3&4	-4&-5	-1.0&-1.1
Brc1nc(Br)n(Cc2ccccc2)n1	1	-0.7	-2	-7	-8	-1	0	6	-0.9
CCN1CNC(=S)N(c2cccc(C)c2C)C1	6	1.1	4	-9	-8	5	2	-3	0.0
O=C(NC[C@@H]1CCCO1)c1cccc2c1C(=O)c1ccc(Cl)cc1S2(=O)=O	4	/	/	/	/	1	8	-8	/
CN1CCCC1CCNC1C2CC3CC(C2)CC1C3 (centres undefined)	-14	-2.6	3	1	13	3	9	-5	-3.7
CC(C)CC(=O)Nc1cc(C(F)(F)F)ccc1N1CCOCC1	14	-2.2	0	-2	2	-2	4	-3	1.2
CCCCn1c(N)c(Sc2ccccc2)c(=O)[nH]c1=O	20	-0.5	12	1	2	3	6	-7	5.0*
CC(=O)OCC(=O)c1c[nH]c2ccccc12	-2	-1.9	8	7	10	8	3	0	-2.4
O=c1c(-c2ccc(Cl)cc2)c[nH]n1-c1ccccc1	16	-2.3	-7	-9	2	2	1	-7	-2.8
COCCCn1c(N)c(-c2nc3ccccc3n2C)c2nc3ccccc3nc21	-180	-3.7	-16	-16	26	9	-2	-5	-2.2
CC1CC(C)CN(c2nc(N(C)c3ccccc3)nc(N)c2[N+](=O)[O-])C1 (centres undefined)	-3	-2.4	-8	-15	4	-1	6	4	-1.9
COc1ccc(S(=O)(=O)N2CCC(C(=O)NCCC(=O)Nc3ccc(Cl)cc3)CC2)cc1	-3	-4.4	-6	0	5	8	5	2	-4.4
CCN(CC)S(=O)(=O)c1ccc(OC)c(NC(=O)c2cc3c(=O)n4ccccc4nc3s2)c1	4	-1.9	0	3	6	3	6	-4	-1.9
COC(=O)CSc1nc(C)c2c(n1)CCCC2	12	-2.7	2	-3	23	-1	7	-3	-2.4
CCOc1ccc(N/C=C/C(=O)c2ccc(C)cc2)c([N+](=O)[O-])c1	3	1.3	8	-4	11	3	5	-1	-0.8
CCCc1cc2c(=O)c(-c3cscn3)c(C(=O)OCC)oc2cc1O	-6	-1.9	5	0	8	-3	4	0	-2.6
Cn1cccc1C(=O)N/N=C/c1c(Cl)cccc1Cl	1	-2.3	0	4	3	3	2	-10	-4.1
CC(=O)NC1=NN(C(C)=O)C(C)(c2ccc3ccccc3c2)S1 (centres undefined)	2	0.3	-2	-7	-16	2	-3	2	-4.7
Cc1cc(=O)n2[nH]c(SCc3ccccc3Cl)nc2n1	18	-1.8	0	2	8	-2	4	-10	-2.8
Cc1nn(-c2ccccc2)c2nc(N)c(C(N)=O)cc12	1	1.7	-2	9	24	-1	5	-6	-1.5
Clc1ccccc1CN1CCSCC1	8	-0.5	5	-8	21	3	0	-10	-1.2
Cn1c(=O)oc2cc(S(=O)(=O)Nc3ccc4c(c3)OCO4)ccc21	-8	1.8	6	0	-33	6	5	-4	-0.6
O=C(NC(=S)Nc1cccc2c(O)cccc12)c1ccccc1[N+](=O)[O-]	-4	-4.3	17	-8	65	0	-8	-2	1.3
COc1cc(NC(=O)c2[nH]c(C)c(C(C)=O)c2C)cc(OC)c1OC	-2	-0.8	4	-1	9	-3	1	2	-1.1
O=C(O)CSc1nnnn1C1CCCCC1	19	-2.0	-1	-3	9	-5	3	-5	-3.8
Cc1noc(C)c1CSc1nc2sc(C)c(C)c2c(=O)n1C1CCCC1	-21	0.6	1	-11	6	-2	8	-2	0.0
O=C(O)C1CC(=O)N(c2ccc(F)c(F)c2)C1 (centres undefined)	9	-1.9	4	1	11	0	-1	1	-3.2
c1ccc(COC2CCCN(Cc3nc(-c4cnccn4)no3)C2)cc1 (centres undefined)	29	-1.7	2	-5	9	2	5	-3	-3.5

Filtered by structure: the compounds so far with an aryl thioether with sulfur outside any ring.
SMILES	CRFBP-R2 block	VIM-2 inh	NS3 helicase inh	p-CIP stab down	UBC9 SUMO inh	IDE inh	IDE cell activ	GalR3 antagonist	IMP-1 inhibitor
Cc1oc2nc(SCC(=O)NCCCO)nc(N)c2c1C	8	3.0	-3	-17	15	6	1	-4	-0.9
COc1cccc(-n2ccnc2SCC(=O)NCc2ccccc2)c1	4	-2.3	-31	-1	-8	-1	-1	-2	-1.9
CCN1C(=O)[C@H]2[C@@H](c3ccc(SC4CCCCC4)c(OC)c3)N[C@@](Cc3ccccc3)(C(=O)OC)[C@H]2C1=O	-17	/	/	/	/	-2	8	-4	/
CC(=O)Nc1ccc2c(CSc3nnc(N)s3)cc(=O)oc2c1	3	21*	6	-19	17	-4	4	7	2.3
CCCCn1c(N)c(Sc2ccccc2)c(=O)[nH]c1=O	20	-0.5	12	1	2	3	6	-7	5.0*
COC(=O)CSc1nc(C)c2c(n1)CCCC2	12	-2.7	2	-3	23	-1	7	-3	-2.4
Cc1cc(=O)n2[nH]c(SCc3ccccc3Cl)nc2n1	18	-1.8	0	2	8	-2	4	-10	-2.8
O=C(O)CSc1nnnn1C1CCCCC1	19	-2.0	-1	-3	9	-5	3	-5	-3.8
Cc1noc(C)c1CSc1nc2sc(C)c(C)c2c(=O)n1C1CCCC1	-21	0.6	1	-11	6	-2	8	-2	0.0

Screening data deposited in PubChem by several laboratories.
